HIV fusion peptide = inhibitors of HIV fusion peptide binding, primary screen, biochemical, uHTS, fluorescence dequenching (AID 1986) | cell-free peptide binding, fluorescence dequenching, 30 min; higher % means a stronger effect | inhibition, % at 20 µM; hits with a dose series show IC50 in µM | 290,000 tested, 0.3% active; in the data active = inhibition mostly above about 52%, no sharp cut-off; inactive = mostly below about 76%; note: some results filed as inactive read as strong as hits
NS5 inhibitors = Dengue-2 NS5 methyltransferase inhibitors, primary screen, biochemical, confirmation dose response (AID 588689); Dengue-2 NS5 methyltransferase capping enzyme assay, biochemical; higher % means a stronger effect; inhibition, % at 25 µM, or IC50 in µM where a hit was titrated; 340,000 tested, 0.3% active; in the data active = a potency from the dose series; inconclusive = inhibition above about 29% without an active follow-up result
KOR beta-arrestin-1 = KOR antagonists, beta-arrestin recruitment, cell-based, luminescence, uHTS (AID 1778). inhibition, % at 10 µM, or IC50 in µM where a hit was titrated. KOR beta-arrestin recruitment, luminescence, antagonist mode; higher % means a stronger effect. 290,000 tested, 0.091% active; note: strong numbers were not always called active
West Nile virus CPE = West Nile virus antiviral activity, cell-based, CPE readout (AID 1621) | West Nile virus-infected cells, CPE inhibition; higher % means a stronger effect | 290,000 tested, 0.02% active | one-dose CPE inhibition, % at 10 µM; IC50 in µM for titrated hits; in the data active = a potency from the dose series; inconclusive = CPE inhibition mostly from about 3.7% at the one dose, without a potency; inactive = the rest, 99 in 100 with CPE inhibition below about 2.2%; note: strong numbers were not always called active
AID2073 = inhibitors of Mint1-CaV2.2 protein interaction, biochemical, HTRF (AID 2073); HTRF protein-protein interaction, Mint1-CaV2.2; higher % means a stronger effect; one-dose inhibition, % at 20 µM; IC50 in µM for titrated hits; 290,000 tested, 0.19% active; in the data active = inhibition mostly above about 51%, no sharp cut-off; inconclusive = no clear call, values can overlap the other calls; inactive = mostly below about 53%; note: some results filed as inactive read as strong as hits
Yfh1-off respiration = mitochondrial function rescue without frataxin homolog – Friedreich's ataxia, plus single-dose screen, dose response (AID 1465) | S. cerevisiae Yfh1-off respiration, WST-1 reduction, 72 h; higher fold induction means a stronger effect | one-dose fold induction at 50 µM; EC50 in µM for titrated hits | 220,000 tested, 0.074% active;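 active = fold induction of absorbance versus untreated yeast above a set limit, then at least 30% activation at any dose in follow-up; inconclusive = repeats straddling the limit, or above it without dose testing; inactive = fold induction below the set limit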;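 note: activators that raise dye reduction in frataxin-depleted yeast; strong numbers were not always called active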
NOD2 inhibition = inhibition of NOD2-driven NF-kB reporter – cell-based, luminescence, uHTS, HEK293 (AID 1566). 290,000 tested, 0.63% active. one-dose inhibition, % at 4 µM; EC50 in µM for titrated hits. HEK293 NOD2/NF-kB luciferase reporter, luminescence; higher % means a stronger effect; note: many of its hits are not listed in these tables
KOR beta-arrestin-2 = KOR agonists, beta-arrestin recruitment, primary screen, cell-based, luminescence, uHTS (AID 1777); 280,000 tested, 0.02% active; activation, % at 10 µM; hits with a dose series show EC50 in µM; KOR beta-arrestin recruitment, luminescence; higher % means a stronger effect; in the data active = activation above about 50%, passing the limit was not always enough; note: a part of the inactive calls stands beside numbers as strong as those of hits
NOD1 inhibition = NOD1 signaling inhibitors, primary screen, cell-based, luminescence, uHTS (AID 1578); NOD1-driven NF-kB luciferase reporter cells, luminescence; higher % means a stronger effect; inhibition, % at 4 µM, or EC50 in µM where a hit was titrated; 290,000 tested, 1% active; in the data active = inhibition mostly above about 36%, no sharp cut-off; inactive = mostly below about 34%;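 note: HEK-293T reporter cells stimulated with the NOD1 agonist gamma-tri-DAP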
NS5 inhibitors pilot replicate = recorded beside NS5 inhibitors, whose call it bears; inhibition, %; measured here: pilot screen replicate inhibition
* = called active by the depositor; i = inactive; ? = inconclusive; · = not tested or not shown; [ ] = remark or other dose. Cut-off read from the data, not from the text of the source, unless noted: active = inhibition above about 50%; inactive = the rest.

SMILES	HIV fusion peptide	NS5 inhibitors	KOR beta-arrestin-1	West Nile virus CPE	AID2073	Yfh1-off respiration	NOD2 inhibition	KOR beta-arrestin-2	NOD1 inhibition	others
Clc1cc(Cl)cc(C2=NCCC(c3ccccc3)O2)c1 (configuration not stated)	-1.1%	·	-24%	·	1%	·	5%	0.6%	-10%
Cc1ccc(S(=O)(=O)NCc2ccc(C(=O)NCCCN3CCC(Cc4ccccc4)CC3)cc2)cc1	-0.6%	3%	-16%	25%	18%	i	6%	-2.7%	-34%
COc1ccc(NC(=O)N2CCN(C(=O)c3ccco3)CC2)c(OC)c1	-0.4%	2%	8%	-0.1%	2%	·	-3%	3.8%	-32%
COc1ccc2c(CC(=O)NCC3CCC(C(=O)O)CC3)cc(=O)oc2c1 (configuration not stated)	-0.4%	-2%	-9%	·	4%	·	5%	2.6%	3%
O=C(CN1CCN(c2ncc(C(F)(F)F)cc2Cl)CC1)NC(=O)NCc1ccccc1	-1.5%	1%	25%	-0.9%	-2%	i	1%	0.1%	9%
O=C(NNC(=S)Nc1cccc2ccccc12)c1cccc(Br)c1	-2.8%	0%	-31%	0.6%	-13%	i	3%	0.1%	28%
Cc1cccn2cc(CSc3nnc(Nc4ccc(C(C)C)cc4)s3)nc12	0.1%	-6%	7%	-0.5%	3%	i	4%	-1.7%	-11%
O=C(CC(Sc1ccccc1)c1cccs1)c1ccco1 (configuration not stated)	3.2%	5%	4%	0.0%	-21%	i	12%	2.7%	-10%
CC1=C(C(=O)OCc2ccc3c(c2)OCO3)C(c2ccccc2OCc2ccccc2)NC(=O)N1 (configuration not stated)	-1.2%	0%	-27%	-0.2%	7%	i	-3%	1.5%	64%
COc1cccc(-c2c(C(=O)N/N=C/c3ccsc3)nnn2-c2nonc2N)c1	-1.1%	-1%	-30%	0.3%	-3%	·	7%	4.6%	6%

Brought forward from above: six entries; new compounds follow.
SMILES	HIV fusion peptide	NS5 inhibitors	KOR beta-arrestin-1	West Nile virus CPE	AID2073	Yfh1-off respiration	NOD2 inhibition	KOR beta-arrestin-2	NOD1 inhibition	others
O=C(CN1CCN(c2ncc(C(F)(F)F)cc2Cl)CC1)NC(=O)NCc1ccccc1	-1.5%	1%	25%	-0.9%	-2%	i	1%	0.1%	9%
O=C(NNC(=S)Nc1cccc2ccccc12)c1cccc(Br)c1	-2.8%	0%	-31%	0.6%	-13%	i	3%	0.1%	28%
Cc1cccn2cc(CSc3nnc(Nc4ccc(C(C)C)cc4)s3)nc12	0.1%	-6%	7%	-0.5%	3%	i	4%	-1.7%	-11%
O=C(CC(Sc1ccccc1)c1cccs1)c1ccco1 (configuration not stated)	3.2%	5%	4%	0.0%	-21%	i	12%	2.7%	-10%
CC1=C(C(=O)OCc2ccc3c(c2)OCO3)C(c2ccccc2OCc2ccccc2)NC(=O)N1 (configuration not stated)	-1.2%	0%	-27%	-0.2%	7%	i	-3%	1.5%	64%
COc1cccc(-c2c(C(=O)N/N=C/c3ccsc3)nnn2-c2nonc2N)c1	-1.1%	-1%	-30%	0.3%	-3%	·	7%	4.6%	6%
CCOc1cc2c(cc1OCC)C(c1ccccc1)N(c1ccc(C(=O)O)cc1)C(=O)C2 (configuration not stated)	-0.7%	-5%	29%	0.2%	5%	i	5%	1.0%	-14%
CC(=O)Nc1ccc(S(=O)(=O)Oc2ccc(/C=N/N=C3/NC(=O)C(CC(=O)O)S3)cc2)cc1 (configuration not stated)	15%	·	-38%[20 µM]	0.2%	-17%	i	14%	-6.9%	0%
C/C(=C\C(=O)c1ccc(C)cc1)Nc1cccc(O)c1	1.3%	-3%	6%	·	2%	·	-175%	1.2%	-125%
COc1ccc(/C=C/C(=O)O)cc1S(=O)(=O)N1CCCCC1	-1.6%	-2%	9%[20 µM]	0.9%	-11%	i	-2%	3.6%	36%
COc1ccc(CNC(=O)Nc2ccccc2)cc1	0.4%	-7%	-22%	0.3%	8%	i	-41%	-0.4%	-12%
O=C1CCCC(O)=C1Sc1ccccc1C(=O)O	6.6%	4%	-24%[20 µM]	1.3%	19%	i	9%	-1.0%	12%
COc1ccc(/C=C/C(=O)Nc2cc(C(F)(F)F)ccc2Cl)cc1	1.5%	-3%	-7%	-1.2%	11%	i	30%	16%	22%
O=C(O)CC/C(=N\Nc1ccc([N+](=O)[O-])cc1S(=O)(=O)N1CCOCC1)c1cccs1	5.2%	-23%	42%	-0.3%	14%	i	10%	-2.8%	-5%
Cc1nn(C)cc1[C@@H]1C[C@H]2CN(Cc3cccc(Cl)c3)C(=O)[C@]23CCCN13	2.7%	-11%	-8%[20 µM]	0.1%	13%	i	4%	·	-30%
CCCCC(=O)Nc1ncc([N+](=O)[O-])s1	-1.6%	-6%	-2%	0.2%	-6%	i	-9%	-7.3%	-11%
COc1cccc(CN2CCN(C(=O)c3ccc(-c4ccccc4)cc3)CC2)c1OC	0.6%	6%	-31%[20 µM]	-1.4%	-8%	i	7%	·	-27%
CCNC(=S)N1CCN(CCN=CC2=C(O)CC(C)(C)CC2=O)CC1	0.0%	-5%	31%	0.0%	-8%	i	22%	0.6%	4%
CCOC(=O)c1sc2nc(C)n(CC(=O)NCC3CCCO3)c(=O)c2c1C (configuration not stated)	-0.2%	-4%	23%	-0.2%	-1%	i	21%	-0.9%	17%
C=CCNS(=O)(=O)c1cccc(C(C)=O)c1	0.3%	-5%	-25%	-0.3%	-4%	i	1%	-2.0%	-20%
CC(=O)c1cccc(S(=O)(=O)N(CCCO)Cc2cc3ccc(C)cc3[nH]c2=O)c1	-2.6%	-16%	-4%	-0.3%	12%	i	11%	-3.6%	-1%
O=S(=O)(Cc1ccccc1)Nc1ccc(Br)cn1	0.9%	-1%	-44%[20 µM]	0.7%	8%	i	5%	-7.0%	-12%
COc1ccc(C)cc1NC(=O)c1ccc(NS(=O)(=O)c2cccs2)cc1	3.2%	-1%	-47%	0.3%	16%	·	1%	1.4%	8%
CCCCC(CC)C(=O)NCCc1ccc(S(N)(=O)=O)cc1 (configuration not stated)	-1.8%	-3%	9%	0.3%	-6%	i	4%	0.9%	-13%	NS5 inhibitors pilot replicate=3.6
COc1ccc(C2c3[nH]c4ccccc4c3C[C@H]3C(=O)N(C)CC(=O)N23)cc1OC (some centres not stated)	-1.3%	3%	38%	-0.7%	27%	·	15%	-2.2%	-10%
CN(C)CCCN1C(=O)c2cccc3c([N+](=O)[O-])ccc(c23)C1=O	48%	?	-6%	-1.9%	4%	i	19%	4.1%	59%

Two consecutive records already listed, for reference:
SMILES	HIV fusion peptide	NS5 inhibitors	KOR beta-arrestin-1	West Nile virus CPE	AID2073	Yfh1-off respiration	NOD2 inhibition	KOR beta-arrestin-2	NOD1 inhibition	others
COc1ccc(C)cc1NC(=O)c1ccc(NS(=O)(=O)c2cccs2)cc1	3.2%	-1%	-47%	0.3%	16%	·	1%	1.4%	8%
CCCCC(CC)C(=O)NCCc1ccc(S(N)(=O)=O)cc1 (configuration not stated)	-1.8%	-3%	9%	0.3%	-6%	i	4%	0.9%	-13%	NS5 inhibitors pilot replicate=3.6

Gathered by group: the compounds so far with an aryl thioether with sulfur outside any ring
SMILES	HIV fusion peptide	NS5 inhibitors	KOR beta-arrestin-1	West Nile virus CPE	AID2073	Yfh1-off respiration	NOD2 inhibition	KOR beta-arrestin-2	NOD1 inhibition	others
Cc1cccn2cc(CSc3nnc(Nc4ccc(C(C)C)cc4)s3)nc12	0.1%	-6%	7%	-0.5%	3%	i	4%	-1.7%	-11%
O=C(CC(Sc1ccccc1)c1cccs1)c1ccco1 (configuration not stated)	3.2%	5%	4%	0.0%	-21%	i	12%	2.7%	-10%
O=C1CCCC(O)=C1Sc1ccccc1C(=O)O	6.6%	4%	-24%[20 µM]	1.3%	19%	i	9%	-1.0%	12%

New compounds follow.
SMILES	HIV fusion peptide	NS5 inhibitors	KOR beta-arrestin-1	West Nile virus CPE	AID2073	Yfh1-off respiration	NOD2 inhibition	KOR beta-arrestin-2	NOD1 inhibition	others
CCOC(=O)c1sc(NC(=O)CSc2nnnn2-c2ccccc2)c(C(=O)OCC)c1C	-1.5%	-6%	36%	0.9%	4%	i	6%	11%	-19%
O=C(NNC(=O)c1cccnc1SCc1cccc([N+](=O)[O-])c1)c1cccnc1	-3.3%	3%	-4%	-1.6%	0%	i	16%	-8.3%	-10%
Cc1cccc(C)c1NC(=O)CSc1nnc(CCCCCNC(=O)OC(C)(C)C)o1	0.2%	-1%	12%	-0.1%	-6%	i	5%	9.2%	-1%	NS5 inhibitors pilot replicate=-0.5
Cc1cc(C)cc(C(=O)NCc2ccc3c(c2)OCO3)c1	-2.4%	-2%	-8%	-0.9%	4%	·	-17%	-2.7%	-31%
Cc1ccc(NC(=O)CCc2nnc3ccc(N4CCC5(CC4)OCCO5)nn23)nc1	0.4%	-16%	-22%	0.1%	3%	·	-4%	-1.0%	-16%
Cc1ccc(NC(=O)CSC(C)c2nc3ccccc3c(=O)[nH]2)cc1 (configuration not stated)	0.4%	6%	-16%	-0.5%	6%	·	2%	4.9%	17%
COc1ccc(CCn2c(=N)c(S(=O)(=O)c3ccc(Cl)cc3)cc3c(=O)n4ccccc4nc32)cc1	195%	?	-2%	2.7%	27%	·	24%	1.8%	-9%
COc1ccc(NC(=O)C2=C(C)Nc3nc(CCCO)nn3C2c2ccc(OC)c(OC)c2)cc1 (configuration not stated)	-1.7%	-1%	-8%[20 µM]	0.3%	39%	i	21%	-2.3%	-5%
CC(C)[C@H](NC(=O)N1CCn2c1nc1ccccc12)C(=O)NC1CCCCC1	0.2%	-10%	·	-0.6%	3%	·	-10%	·	-14%
COc1ccc(NC(C)=O)cc1S(=O)(=O)NC(Cc1ccccc1)C(=O)NCc1ccccc1C (configuration not stated)	1.6%	2%	-11%	0.3%	-11%	·	-7%	1.7%	-42%
C=CCn1c(=O)/c(=C2/Sc3cc(OC)ccc3N2C)s/c1=C1\C(=O)N(CC)C(=S)N1C	-3.6%	·	4%[20 µM]	-0.8%	16%	i	-2%	·	-6%
O=S1(=O)N=C(N(CCO)/N=C/c2ccccc2)c2ccccc21	0.5%	-7%	-19%	0.3%	-2%	i	10%	-0.9%	-24%
CCc1ccccc1NC(=O)c1onc(C)c1Cl	0.7%	1%	17%	0.1%	2%	i	19%	0.6%	6%

Screens as filed in PubChem.

A portion of the library; the hit share may differ from the screen's.
